Rat MKP-3 inhibitors: MKP-3 phosphatase inhibitors, primary screen, biochemical, rat enzyme, in vitro (AID 425). Dual specificity protein phosphatase 6 (Rattus norvegicus). recombinant MKP-3 phosphatase activity, fluorescence; higher % means a stronger effect. inhibition, % at 20 µM, or IC50 in µM where a hit was titrated. 110,000 compounds, 0.17% hits; in the data active = inhibition above about 50%;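 also: plate controls were vehicle for no effect and reference inhibitor for full effect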
Hsp70 displacement: Hsp70 inhibitors, probe displacement, primary screen, biochemical, fluorescence polarization (AID 583). Hsp70 fluorescence polarization probe displacement, mP; higher % means a stronger effect. 140,000 compounds, 0.06% hits. Heat shock 70 kDa protein 1A (Homo sapiens). displacement, % at 20 µM, or IC50 in µM where a hit was titrated; in the data active = displacement above about 50%;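 also: plate controls were vehicle for no effect and reference ligand for full effect; a part of the inactive calls stands beside numbers as strong as those of hits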
* marks the source's active call; other numbers are inactive results; · = not tested or not shown; & = joins results of further samples. Not all compounds are listed; rates above refer to the full screens.

canonical_smiles | Rat MKP-3 inhibitors | Hsp70 displacement
Cc1cccc(C(=O)NC2CC3CCCC(C2)N3C(=O)NC2CCCCC2)c1 (stereo not given) | -7% | 0.9%
COc1ccc(NC(=O)CSC2=NC(=O)CC(C)=N2)cc1 | -4% | -5.6%
COc1ccc2[nH]c(=O)c(CN(Cc3nnnn3Cc3ccco3)C3CCCCC3)cc2c1 | -2% | 11%
Cc1ccc(C(=O)N2CCN(c3ccc(F)cc3)CC2)cc1[N+](=O)[O-] | -3% | -0.5%
COc1ccc(OC)c(NC(=O)C(CC(C)C)NC(=O)C2CCCCC2)c1 (stereo not given) | -7% | -0.2%
CC(=O)Nc1cccc(-c2nc3ccccc3s2)c1 | 7% | -3.8%
CS(=O)(=O)N(CC(=O)NCc1ccc2c(c1)OCO2)Cc1ccccc1 | 2% | 6.8%
CC1(C)CC(=O)C2=C(C1)OC1=C(C(=O)CC(C)(C)C1)C2c1cccc([N+](=O)[O-])c1 | -5% | 2.0%
CC(C)N=c1scc(-c2ccco2)n1/N=C/c1ccc(O)c(O)c1 | · | -0.3%
c1ccc(CC2CNc3ccccc3CN2)cc1 (stereo not given) | -11% | 1.2%
Cc1ccc2c(c1)c1c(n2CN2CCCCC2)C(=O)CCC1 | 1% | -3.0%
CC(C)c1ncc(C(O)c2ccc(N(C)C)cc2)n1C (stereo not given) | 4% | -2.9%
CCOc1ccc2oc(C)c(C(=O)OC)c2c1 | 2% | -0.7%
COc1ccccc1/C=C/CN1CCN(c2ccccc2)CC1 | · | 0.4%
O=C(C1=C(O)C(=O)N(Cc2ccccc2)C1c1ccco1)c1ccco1 (stereo not given) | · | 1.0%
CCOc1ccc2[nH]c(C)c(CN3CCCCC3)c(=O)c2c1 | 0% | 1.4%
O=C(COc1ccccc1[N+](=O)[O-])Nc1ccc(Cl)c(Cl)c1 | 2% | -2.5%
O=C(CN1C(=O)c2ccccc2C1=O)c1ccccc1 | · | 0.2%
CCOc1ccc(C(O)c2cnc(CC)n2C)cc1 (stereo not given) | -3% | 1.5%
COc1ccccc1CN1CCN(C(=O)c2cc(OC)c(OC)c(OC)c2)CC1 | 0% | 0.2%
C/C(=N\NC(=O)c1ccc(O)cc1O)c1ccccn1 | 0% | 2.6%
COc1ccc(S(=O)(=O)CCc2nc3ccccc3s2)cc1 | -10% | 4.2%
CCN(CCCNC(=O)C1CCN(S(=O)(=O)c2c(C)[nH]c(=O)[nH]c2=O)CC1)c1cccc(C)c1 | 2% | ·
NC(=S)N/N=C/c1ccc(-c2cc(Cl)cc(Cl)c2)o1 | 5% | 2.5%&-5.0%
CC1Cc2ccccc2N1C(=O)CSc1nnc2n1C(C)(C)Cc1ccccc1-2 (stereo not given) | -2% | 0.8%
CCCn1c2ccccc2c2nnc(SCC(=O)Nc3ncccn3)nc21 | -2% | 9.4%
Fc1ccc(C2CC(c3cccs3)=NN2c2nc(-c3ccccc3)cs2)cc1 (stereo not given) | 6% | -4.6%
CCOC(=O)c1cc2c(ccc3oc4c(c32)CCCC4)oc1=O | 0% | -5.1%
COc1ccc(C2=N/C(=C/c3ccc([N+](=O)[O-])cc3)C(=O)N2c2ccc(O)cc2)cc1 | 5% | -4.7%
Cc1cc(NC(=O)CCOc2ccccc2)no1 | 2% | -3.1%
CC1(c2cc(C(F)(F)F)n3nc(C(=O)O)cc3n2)CC1 | · | -2.4%
C/C(=N\O)C1(C)N(O)C(C)(C)C(c2ccc(Br)cc2)=[N+]1[O-] (stereo not given) | 7%&-4% | 3.6%&3.9%
COCCN1C(=O)c2ccccc2C(C(=O)Nc2ccc3c(c2)OCCO3)C1c1ccc(F)cc1 (stereo not given) | · | -0.8%
CCc1ccc(C(=O)/C=C/c2cnn(C)c2C)s1 | · | -3.1%
Cc1ccc(Nc2nc(C(=O)N3CCC(C(=O)N4CCN(C)CC4)CC3)cs2)cc1 | 4% | 0.8%
O=C1c2oc3ccc(Cl)cc3c(=O)c2C(c2cccnc2)N1Cc1ccco1 (stereo not given) | -6% | 4.8%
COc1ccc(/C=C2\C(=O)NC(=O)N(c3ccc(F)cc3)C2=O)cc1OC | 3% | -0.5%
CN1CCN(S(=O)(=O)c2ccc(NC(=O)c3ccc(Br)s3)cc2)CC1 | -2% | 3.9%
O=C(NCC1CCCO1)C(c1cccs1)N(C(=O)Cn1nnc(-c2cccs2)n1)C1CCCC1 (stereo not given) | · | -5.6%
CN(C(=O)N1CCN(c2ccccn2)CC1)c1ccccc1 | · | -2.1%
CC(=O)OCC(=O)[C@@]1(O)CC[C@H]2[C@@H]3CCC4=CC(=O)CC[C@]4(C)[C@H]3C(=O)C[C@@]21C | -7% | -1.0%
O=C(NCc1cccnc1)NC1CCCN1S(=O)(=O)c1ccc(Cl)cc1 (stereo not given) | -18% | 4.1%
O=C1NC(=S)N(c2cccc(Cl)c2)C(=O)/C1=C\C=C\c1ccccc1[N+](=O)[O-] | 11% | 1.8%
COc1ccc(C)cc1-n1nnnc1SCC(=O)c1ccc2c(c1)OCCO2 | -6% | 0.1%
C/C=C/Cn1c(Br)nc2c1c(=O)[nH]c(=O)n2C | 0% | 7.5%
COc1cccc(/C=N/NC(=O)C(=O)N2CCCCCC2)c1O | 0% | 6.0%
COc1ccc(C2/C(=C(\O)c3ccccc3)C(=O)C(=O)N2CCCC(=O)O)c(OC)c1 (stereo not given) | 3% | 2.8%
NC(=O)c1ccsc1NC(=O)CSc1nc2ccccc2c(=O)n1CCCO | 2% | 5.8%
O=S(=O)(c1ccc(Oc2ccc(S(=O)(=O)N3CCOCC3)cc2)cc1)N1CCOCC1 | -6% | 0.9%
O=C(Cc1ccccc1)NN1C(=O)/C(=C/c2cccs2)SC1=S | 3% | 4.1%

Later entries.
Fields – Rat MKP-3 inhibitors | Hsp70 displacement
> CCOC(=O)c1sc(=NC(=O)c2cc(OC)c(OC)c(OC)c2)n(C)c1C
    -10% | -0.2%
> CC(=O)C1=C(O)C(=O)N(c2nc3ccccc3s2)C1c1ccc(C(C)C)cc1 (stereo not given)
    1% | 0.8%
> Cc1nc(S(=O)(=O)N2CCOCC2)c(C#N)c(C)c1Cl
    -4% | 0.3%
> CCc1ccc(S(=O)(=O)n2nnc3ccccc32)cc1
    -1% | 4.7%
> CCC1Oc2ccc(C)cc2N(CC(=O)NCCC2=CCCCC2)C1=O (stereo not given)
    3% | 18%
> COc1ccc(Br)c(/C=N/NC(=O)CCCCCCC(=O)N/N=C/c2cc(OC)ccc2Br)c1
    -1% | 2.6%
> C=CCNC(=O)NC(=O)COC(=O)CCCSc1nc2ccccc2[nH]1
    -11% | 2.0%
> Cc1ccccc1C(=O)N1CCN(c2ccc(NC(=O)c3ccco3)cc2Cl)CC1
    -7% | -6.9%
> O=C(c1ccco1)N1CCN(C(=O)C2CC(c3ccc(Cl)c(Cl)c3)=NO2)CC1 (stereo not given)
    2% | -6.2%
> CCOc1ccc2[nH]c(=O)c(C(c3nnnn3Cc3ccco3)N3CCCC(C)C3)cc2c1 (stereo not given)
    -1% | 3.3%
> O=C1NN(c2ccc(Br)cc2)C(=O)/C1=C\c1ccc(-c2cccc(C(=O)O)c2)o1
    -1% | 14%
> CCCCCCCCc1nnc(NC(=O)CC)s1
    -1% | 0.6%
> C=CCn1c(NC)cc(=O)n(C)c1=O
    -12% | 2.5%
> CC(=O)Nc1ccc(Nc2ncnc3c2cnn3-c2ccc(C)cc2C)cc1
    · | 0.6%
> COc1nc(-c2ccc(C)cc2)ccc1-c1noc(-c2cccnc2)n1
    -11% | -3.5%

An excerpt of these results, with each value named:
Compound: Cc1nc(S(=O)(=O)N2CCOCC2)c(C#N)c(C)c1Cl
  Rat MKP-3 inhibitors: -4%
  Hsp70 displacement: 0.3%

Compound: CCc1ccc(S(=O)(=O)n2nnc3ccccc32)cc1
  Rat MKP-3 inhibitors: -1%
  Hsp70 displacement: 4.7%

Compound: CCC1Oc2ccc(C)cc2N(CC(=O)NCCC2=CCCCC2)C1=O (stereo not given)
  Rat MKP-3 inhibitors: 3%
  Hsp70 displacement: 18%

Compound: COc1ccc(Br)c(/C=N/NC(=O)CCCCCCC(=O)N/N=C/c2cc(OC)ccc2Br)c1
  Rat MKP-3 inhibitors: -1%
  Hsp70 displacement: 2.6%

The results go on.
Fields – Rat MKP-3 inhibitors | Hsp70 displacement
> O=C(CN(c1ccc(Br)cc1)S(=O)(=O)c1ccccc1)NCC1CCCCC1
    4% | -7.3%
> COc1ccc(C2c3c(oc4ccccc4c3=O)C(=O)N2Cc2ccncc2)cc1OC (stereo not given)
    7% | 5.2%
> Cc1ccc(NC(=O)CSc2nc(=O)cc(N)n2-c2ccccc2)cc1
    · | -2.2%
> C=CCN1C(=O)C(CC(=O)NCC)SC1=Nc1ccc(S(N)(=O)=O)cc1 (stereo not given)
    -1% | 1.4%
> COc1cccc2c(=O)n(CC(=O)N3CCN(c4ccccc4)CC3)ccc12
    -9% | 9.1%
> Cc1ccnc(N2C(=O)c3ccc(C(=O)O)cc3C2=O)c1
    0% | 2.6%
> COC(=O)Nc1cc(C(F)(F)F)ccc1N1CCN(c2ccccc2)CC1
    1% | -3.9%
> O=C(CN1CCN(C(=O)c2cccs2)CC1)Nc1ccc(Br)cc1
    10% | 1.4%
> CCNC(=O)C1CC(=O)N(Cc2ccc3c(c2)OCO3)C(=Nc2ccc(OCC)cc2)S1 (stereo not given)
    3% | -0.6%
> CCCC(=O)N1CCN(c2cc(N3CCC(C)CC3)c(F)cc2[N+](=O)[O-])CC1
    5% | 0.9%
> Cc1cc(NCCCN2CCOCC2)n2c(nc3ccccc32)c1C#N
    4% | 1.2%
> Cc1ccc(S(=O)(=O)NCCNc2cc(Cl)ccc2[N+](=O)[O-])cc1
    3% | -2.1%
> O=C(NCCN1CCN(c2ccccc2)CC1)C1CCN(S(=O)(=O)c2cccc3nonc23)CC1
    -3% | 1.8%
> CCOc1ccc2ccccc2c1C(=O)N1CCN(c2ccccc2)CC1
    -9% | 3.5%
> Cc1ccc(Cl)cc1NC(=O)CN(CCc1ccccc1)S(=O)(=O)c1ccccc1
    0% | 2.2%
> COc1ccccc1N1C(=O)/C(=C/c2c(Cl)cccc2Cl)SC1=S
    1% | 4.9%
> C=CCn1c(CC)nc2ccccc21
    0% | -0.1%
> CC(=O)N(Cc1ccccc1)c1ccc(C(=O)O)cc1
    3% | -1.4%
> COC(=O)CN(c1ccc(Cl)cc1Cl)S(=O)(=O)c1ccc(C)cc1
    0% | 2.6%
> Cc1cc(C)c(C(=O)CSc2nnc(-c3ccccc3Br)o2)cc1C
    -1% | 4.6%
> O=C(c1ccc2c3c(cccc13)CC2)N1CCN(c2ncccn2)CC1
    0% | -0.2%
> Cn1c(=O)c2c(ncn2CC(=O)OCC(=O)NC2CCCc3ccccc32)n(C)c1=O (stereo not given)
    -5% | -3.1%
> COc1ccccc1CC(=O)N1CCN(c2cccc(C(F)(F)F)c2)CC1
    2% | 2.8%
> Cc1cc(C)c2c(n1)sc1c(O)cc(=O)[nH]c12
    -10% | 1.6%
> CCOc1ccccc1-c1nc(C(N)=O)c2[nH]c(=O)n(-c3cccc(C)c3)c2n1
    2% | 1.9%
> Cc1cc(/C=N\Nc2ccc([N+](=O)[O-])cn2)c(C)n1-c1ccccc1F
    2% | -11%
> CCOC(=O)CNc1c(-c2ccc(O)cc2)nc2ccc(Cl)cn12
    -11% | 1.1%
> Clc1ccc(/C=N/Nc2nc3ccccc3s2)c(Cl)c1
    -3% | 1.6%
> CCCCn1c2c(c(=O)n(C)c1=O)C(CC(=O)OCC(=O)Nc1cccc(C(F)(F)F)c1)C(=O)N2 (stereo not given)
    -12% | 3.1%
> COC(=O)Cc1[nH]nc2c1C(c1cccc(OC)c1OC)C(C#N)=C(N)O2 (stereo not given)
    -8% | 2.6%
> CC1=C(C(=O)OCc2ccccc2)C(c2ccco2)C2=C(CC(C)(C)CC2=O)N1 (stereo not given)
    -4% | -0.7%
> CCN(CCNC(=O)c1cccc(N2CCCC2=O)c1)c1ccccc1
    6% | ·
> C/C(=C\C(=O)c1ccc(Br)cc1)Nc1ccccc1C
    -4% | 0.8%
> O=C(NC(=S)Nc1ccc2oc(-c3ccccc3)nc2c1)c1ccccc1
    5% | -3.2%
> CCOC(=O)C(C)n1cnc2c(nnn2-c2cccc(Cl)c2)c1=O (stereo not given)
    3% | -6.0%
> Cc1cccc(N(C(=O)c2ccc(CN3CCOCC3)o2)C(C(=O)NC2CCCCC2)c2ccc(F)cc2)c1 (stereo not given)
    · | -0.8%
> C/C(CN1C(=O)c2ccccc2C1=O)=N\NC(=O)c1cccc(Cl)c1
    -2% | 1.2%
> CC(Nc1cc(=O)n(C)c(=O)[nH]1)c1ccccc1 (stereo not given)
    -1%&2% | -6.5%&1.9%
> O=C(CC(=O)c1cc(Cl)ccc1O)c1ccccc1
    -6% | 1.1%
> O=C(Oc1cccc2ccccc12)c1cccc([N+](=O)[O-])c1
    -3% | 4.1%

Some of the entries above, set out differently:
Rat MKP-3 inhibitors	Hsp70 displacement	molecule
5%	-3.2%	O=C(NC(=S)Nc1ccc2oc(-c3ccccc3)nc2c1)c1ccccc1
-4%	-0.7%	CC1=C(C(=O)OCc2ccccc2)C(c2ccco2)C2=C(CC(C)(C)CC2=O)N1 (stereo not given)
-2%	1.2%	C/C(CN1C(=O)c2ccccc2C1=O)=N\NC(=O)c1cccc(Cl)c1
-6%	1.1%	O=C(CC(=O)c1cc(Cl)ccc1O)c1ccccc1
-4%	0.8%	C/C(=C\C(=O)c1ccc(Br)cc1)Nc1ccccc1C

Screening results: PubChem BioAssay, Sanford-Burnham Center for Chemical Genomics
